# HRP interference = HRP/luminol detection interference without ALR, dose response, artefact control for ALR inhibitor project, biochemical, luminescence, no ALR or DTT. HRP/H2O2 luminol luminescence counterscreen, no ALR. activity change, negative = inhibition, % at the top dose, mostly 10 µM; hits show AC50 in µM. hit rate 15% among 2,500. AID 540356, 2011;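 active = signal-lowering compounds whose fitted half-maximal concentration AC50 is no higher than ten times their top tested concentration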;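 note: 0% = median of neutral control wells and -100% = median of quercitin 100 µM wells; many of its hits are not listed in these tables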
# Numbers without * were called inactive. Not all compounds are listed. The share of hits here may be higher or lower than overall.
S=c1[nH]nc(-c2ccco2)n1Cc1ccccc1
  HRP interference: -8.4%
CCc1ccc2cccc3c2c1N=CN3C
  HRP interference: -3.0%
CCC1(C)N=C(N)Nc2nc3cc(C)c(C)cc3n21 (stereo not drawn)
  HRP interference: -2.9%
CC(C)c1ccc(/C=C2\C(=N)N3N=C(CC(=O)N4CCCCC4)SC3=NC2=O)cc1
  HRP interference: -4.3%
Cc1cc(-c2n[nH]c(=S)n2/N=C/C(Cl)=C/c2ccccc2)n[nH]1
  HRP interference: -10%
C=CCNC(=O)c1onc(CSc2ccc(C)c(C)c2)c1C(=O)O
  HRP interference: -6.1%
O=C(CC(=O)N/N=C/c1ccc(O)cc1)N/N=C/c1ccc(O)cc1
  HRP interference: 2.7µM*
COc1ccc(N2C(=O)CSC2c2ccncc2)cc1 (stereo not drawn)
  HRP interference: 0.0%
COc1cccc(CNC(=O)Nc2cccs2)c1
  HRP interference: 2.0%
CC1(c2ccccc2)NC(=O)N(CC(=O)Nc2ccc(S(=O)(=O)Nc3ncccn3)cc2)C1=O (stereo not drawn)
  HRP interference: -2.4%
CN1CCN(c2ccc(NC(=O)c3ccc(Cl)cc3)cn2)CC1
  HRP interference: -1.9%
Cc1cccc(OCc2n[nH]c(=S)n2-c2ccccc2)c1
  HRP interference: -5.8%
CCN(CC)c1ccc(NC(=O)CNCc2ccccc2Cl)c(C)c1
  HRP interference: -14%
CCNc1nc(NCC)nc(N/N=C/c2ccc(N(C)C)cc2)n1
  HRP interference: -1.0%
CCn1c(=O)n(CC(=O)Nc2cc(OC)ccc2OC)c(=O)c2ccccc21
  HRP interference: -0.3%
O=C(c1cccc(F)c1)N1CCC(c2nc3ccccc3s2)CC1
  HRP interference: -4.4%
O=C(CNc1ccc2ccccc2c1)NNC1=NCCC1
  HRP interference: -0.9%
COc1cc(Br)cc(CN2CCN(c3ncccn3)CC2)c1O
  HRP interference: -2.1%
COc1ccc(NC2CCCN(C(=O)c3cn(C)c4ccccc34)C2)cc1 (stereo not drawn)
  HRP interference: -15%
O=C(c1cccc(Cl)c1)C1CCCN(Cc2ccc(N3CCNC3=O)cc2)C1 (stereo not drawn)
  HRP interference: 2.9%
CN(Cc1ccco1)C(=O)C(Cc1ccccc1)NS(=O)(=O)c1ccc2c(c1)CCC(=O)N2 (stereo not drawn)
  HRP interference: -1.3%
COc1cc(OC)cc(C(=O)N2CCCC(Nc3ccc(F)cc3)C2)c1 (stereo not drawn)
  HRP interference: 1.7%
COc1ccc(OC)c(CNc2ccc3c(c2)nc(C)n3C)c1
  HRP interference: -7.3%
Cc1cccc(/C=N/n2c(-c3ccccn3)n[nH]c2=S)c1
  HRP interference: -16%
O=C(CN1CCN(c2ccc(O)cc2)CC1)Nc1cc(S(=O)(=O)N2CCCC2)ccc1Cl
  HRP interference: 0.1%

# Next section, starting with the last two of the part before.
Cc1cccc(/C=N/n2c(-c3ccccn3)n[nH]c2=S)c1
  HRP interference: -16%
O=C(CN1CCN(c2ccc(O)cc2)CC1)Nc1cc(S(=O)(=O)N2CCCC2)ccc1Cl
  HRP interference: 0.1%
COc1ccc(C(C#N)=C2C=CC(=NO)C=C2)cc1
  HRP interference: -2.8%
Cc1ccc(-c2n[nH]c(=S)n2/N=C/c2ccc(C(=O)O)cc2)cc1
  HRP interference: 0.6%
O=C(NNC(=O)c1ccccc1O)c1ccc(Cl)c(S(=O)(=O)N2CCCCC2)c1
  HRP interference: -3.6%
COc1ccc(CSc2nc(C)[nH]c2[N+](=O)[O-])cc1[N+](=O)[O-]
  HRP interference: 1.9%
C=CCSc1nnc2c(n1)OC(c1ccco1)Nc1ccccc1-2 (stereo not drawn)
  HRP interference: -2.1%
Cc1cc(C(=O)CN2C(=O)CCC2=O)c(C)n1Cc1ccccc1
  HRP interference: 3.5%
Cc1cccc(Sc2c([N+](=O)[O-])ncn2C)c1
  HRP interference: 2.1%
CC(=O)Nc1ccc(N2C(=O)CSC2c2ccccc2)cc1 (stereo not drawn)
  HRP interference: 3.3%
COc1ccc(N2CCN(C(CNC(C)=O)c3ccc4c(c3)OCO4)CC2)cc1 (stereo not drawn)
  HRP interference: -3.8%
COc1ccc(NCc2ccc([N+](=O)[O-])s2)cc1
  HRP interference: -8.9%
COc1ccc(-c2cc(-c3n[nH]c(=S)n3-c3cc(OC)ccc3OC)[nH]n2)cc1
  HRP interference: -11%
Cc1ccc2[nH]cc(CCNC(=O)c3cccs3)c2c1
  HRP interference: -1.9%
Cc1ccc(-c2n[nH]c(=S)n2/N=C/c2c(C)[nH]n(-c3ccccc3)c2=O)cc1
  HRP interference: -11%
O=C1CSC(c2ccccn2)N1c1cccc(Cl)c1 (stereo not drawn)
  HRP interference: -1.4%
COc1ccc([N+](=O)[O-])c(S(=O)(=O)c2ccccc2)n1
  HRP interference: -1.8%
COc1cccc(CNC(=O)CCNC(=O)N2CCn3c2nc2ccccc23)c1
  HRP interference: -0.7%
Cc1ccc(NC2CCCN(C(=O)c3cccc(-c4ncc[nH]4)c3)C2)cc1C (stereo not drawn)
  HRP interference: -6.3%
Cc1c(Br)cnn1C(C)C(=O)N1CCN(c2ccc(F)cc2)CC1 (stereo not drawn)
  HRP interference: -4.6%
CC1(c2cnc(Nc3ccccc3)s2)CCC(=O)O1 (stereo not drawn)
  HRP interference: -3.0%
CN1c2ccccc2Sc2cc(N)ccc21
  HRP interference: -4.7%
O=C(NCc1n[nH]c(=S)n1-c1ccc(Cl)c(Cl)c1)c1ccc(S(=O)(=O)N2CCCCC2)cc1
  HRP interference: -6.7%
CNc1nc(N)c(C(=O)C(C)(C)C)s1
  HRP interference: -2.1%
c1ccc2c(c1)CSc1ccccc1N2
  HRP interference: -3.7%
CCn1c(CN(C)c2ccccc2)nc2ccccc21
  HRP interference: -1.1%
O=C(NCCN1CCCc2ccccc21)C1CCC(=O)N(CCc2ccccc2)C1 (stereo not drawn)
  HRP interference: 0.5%
Cc1nc(N2CCN(C)CC2)c2cc(-c3ccccc3)sc2n1
  HRP interference: 1.9%

# Part of the list above, with bars between the fields.
structure | HRP interference
O=C(NNC(=O)c1ccccc1O)c1ccc(Cl)c(S(=O)(=O)N2CCCCC2)c1 | -3.6%
CCn1c(CN(C)c2ccccc2)nc2ccccc21 | -1.1%
CC(=O)Nc1ccc(N2C(=O)CSC2c2ccccc2)cc1 (stereo not drawn) | 3.3%
Cc1ccc(-c2n[nH]c(=S)n2/N=C/c2ccc(C(=O)O)cc2)cc1 | 0.6%
COc1ccc(-c2cc(-c3n[nH]c(=S)n3-c3cc(OC)ccc3OC)[nH]n2)cc1 | -11%
c1ccc2c(c1)CSc1ccccc1N2 | -3.7%

# Ordered by molecular weight (falling): part of the list above
Cc1ccc(-c2n[nH]c(=S)n2/N=C/c2ccc(C(=O)O)cc2)cc1
  HRP interference: 0.6%
CC(=O)Nc1ccc(N2C(=O)CSC2c2ccccc2)cc1 (stereo not drawn)
  HRP interference: 3.3%
CC1(c2cnc(Nc3ccccc3)s2)CCC(=O)O1 (stereo not drawn)
  HRP interference: -3.0%
CCn1c(CN(C)c2ccccc2)nc2ccccc21
  HRP interference: -1.1%
COc1ccc(NCc2ccc([N+](=O)[O-])s2)cc1
  HRP interference: -8.9%
Cc1cccc(Sc2c([N+](=O)[O-])ncn2C)c1
  HRP interference: 2.1%
